rCAG binder: binds r(CAG) RNA repeats; r(CAG) RNA repeat, TO-PRO-1 dye displacement fluorescence; inhibition, % at 3 µM; hit rate 1.3% among 370,000; AID 651821;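 active = inhibition above the plate cutoff, the mean of all test compounds on that plate plus 3 SD, cut at about 35% in these data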;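 also: 0% = DMSO alone and 100% = 100 µM mitoxantrone as full dye displacement; higher means more dye released from RNA so lower well fluorescence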
TCR CD3 inh: human TCR-CD3 binding inhibition; TAMRA-labeled TCR probe fluorescence, biochemical; inhibition, % at 9.4 µM; hit rate 0.37% among 360,000; AID 651800; in the data active = inhibition above about 19%;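 also: recombinant mutant TCR 2C K166C tagged with TAMRA read by polarization; 0% = receptor in buffer alone and 100% = receptor with positive control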
ABHD4 inh: inhibitors of mouse ABHD4 | Q8VD66 | purified mABHD4, FP-Rh probe fluorescence polarization | inhibition, % at 8.92 µM | hit rate 0.54% among 370,000 | AID 720543;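 active = inhibition exceeding the mean over every tested compound plus 3 SD, cut at about 30% in these data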;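 also: 0% = plate median of compound wells and 100% = S159A mutant with DMSO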
Target sequence (Q8VD66 whole entry, looked up): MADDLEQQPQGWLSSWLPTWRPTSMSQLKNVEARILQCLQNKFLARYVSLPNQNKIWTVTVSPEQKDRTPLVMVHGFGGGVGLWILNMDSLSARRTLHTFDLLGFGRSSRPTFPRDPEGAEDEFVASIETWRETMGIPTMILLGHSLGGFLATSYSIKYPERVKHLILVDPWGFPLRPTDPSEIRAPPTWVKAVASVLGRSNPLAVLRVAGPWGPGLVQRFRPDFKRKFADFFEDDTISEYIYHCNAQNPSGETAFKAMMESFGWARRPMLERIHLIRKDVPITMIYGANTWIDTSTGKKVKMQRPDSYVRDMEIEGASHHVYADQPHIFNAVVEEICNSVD
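Material: mouse ABHD4 enzyme, wild type; Benchmarks: S159A mutant high control, sample median low control; Buffer or medium: HEPES pH 7.0, NaCl, Pluronic buffer; Signal: fluorescence polarization; Read-out: percent inhibition of probe binding, normalized to plate controls; Timing: pre-incubation 45 min, probe exposure 60 min, at 25 °C; Dosing: 8.92 µM, single dose.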
SIAE inh: inhibitors of human sialic acid acetylesterase SIAE. Q9HAT2. SIAE FP-Rh probe binding, fluorescence polarization. inhibition, % at 9.66 µM. hit rate 0.69% among 370,000;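 active = inhibition above a cutoff: mean of compounds within the control limits plus 3 SD of those, cut at about 17% in these data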;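 also: 0% = plate median of compound wells and 100% = probe without SIAE protein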
PRMT1 inh: inhibitors of human PRMT1 | AID 652257 | hit rate 1.3% among 370,000 | recombinant PRMT1, activity-based probe fluorescence polarization | Q99873 | inhibition, % at 2.79 µM;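 active = inhibition above about 21% made by adding two undisclosed values, limit read from the data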
Target sequence (Q99873 whole entry, looked up): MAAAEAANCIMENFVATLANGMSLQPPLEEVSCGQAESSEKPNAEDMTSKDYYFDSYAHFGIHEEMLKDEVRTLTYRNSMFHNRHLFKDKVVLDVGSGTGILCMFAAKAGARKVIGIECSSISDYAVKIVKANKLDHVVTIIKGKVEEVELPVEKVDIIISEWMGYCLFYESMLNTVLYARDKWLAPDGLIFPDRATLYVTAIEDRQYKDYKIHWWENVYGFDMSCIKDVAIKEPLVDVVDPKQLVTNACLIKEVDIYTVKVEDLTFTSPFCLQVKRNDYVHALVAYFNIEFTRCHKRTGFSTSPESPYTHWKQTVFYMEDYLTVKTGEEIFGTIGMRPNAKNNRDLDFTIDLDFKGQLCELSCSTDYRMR
Rev-erbA mod: modulators of human Rev-erb alpha DNA binding | P20393 | Rev-erbα–FITC-DNA binding, fluorescence polarization, 90 min | activity, % at 10 µM | hit rate 0.79% among 370,000 | AID 1259318;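 active = activity above about 14%, limit read from the data; passing the limit was not always enough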;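 also: 0% = DMSO wells with 35 nM protein and 100% = DMSO wells with 750 nM protein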
PG9 binder: binds the HIV-1 gp120 antibody PG9 | TR-FRET gp120-PG9 antibody binding | inhibition, % at 6.7 µM | hit rate 0.43% among 360,000 | AID 624416; in the data active = inhibition above about 8.5%
TDP2 absorb: TDP2 (human) inhibition, absorbance primary screen; AID 720702; recombinant TDP2, T5PNP hydrolysis, p-nitrophenol absorbance 415 nm; O95551; inhibition, % at 12.8 µM; hit rate 0.34% among 370,000;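 active = inhibition above the mean of all tested compounds plus 3 SD, set per campaign, cut at about 25% in these data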;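 also: 0% = DMSO with enzyme and 100% = buffer with substrate but no TDP2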
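Read-out basis: percent inhibition. System: recombinant human TDP2. Buffer or medium: Mg2+-containing Tris-HCl buffer, pH 7.5. Repeats: single replicate. Timing: reaction 2 h, 37 °C. Benchmarks: high control without enzyme, low control DMSO plus TDP2. Probe or stimulus: 5 mM T5PNP. Doses: 12.8 µM only. Measured by: epi absorbance of p-nitrophenol freed from T5PNP by hydrolysis.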
LEDGF integ inh: blocks HIV-1 LEDGF/p75-dependent DNA integration; TR-FRET IN-LEDGF/p75 DNA integration, Eu/Cy5; inhibition, % at 3.7 µM; hit rate 0.64% among 370,000;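 active = inhibition above the screen-wide mean plus 3 SD, cut at about 13% in these data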;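 also: signal is the Cy5 over europium emission ratio at 671 and 618 nm; 0% = plate median of compound wells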
HTRA1 inhibitor: HTRA1 (human) protease inhibition. inhibition, % at 5.96 µM. hit rate 0.5% among 340,000. AID 504803. recombinant HTRA1, FP-rhodamine activity-based probe, fluorescence polarization. Q92743; in the data active = inhibition above about 36%;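 also: 0% = enzyme with DMSO and 100% = wells lacking enzyme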
* hit, by the source's call; · = no result given; & = joins results of further samples. A portion of the library; count on the stated rates, not on these rows.

molecule,rCAG binder,TCR CD3 inh,ABHD4 inh,SIAE inh,PRMT1 inh,Rev-erbA mod,PG9 binder,TDP2 absorb,LEDGF integ inh,HTRA1 inhibitor
CC1CC(C)CN(C(=O)C2CCN(c3cncnc3)CC2)C1 (configuration not stated),0,·,3,8,0,2,·,7,-1,·
O=C(CSc1nc2ccc(Nc3nc(N4CCOCC4)nc(N4CCOCC4)n3)cc2s1)Nc1ccccc1Cl,5,3,7,4,1,-3,-0.6,6,-3,-3
Cc1nnc(SCC(=O)NCC2CCCO2)n1Cc1ccccc1 (configuration not stated),0,0,-3,-3,2,-4,-1.4,-1,-1,4
O=C1C=C(c2ccc3ccccc3c2)C[C@@H](c2ccc(Cl)cc2)C1,1,3,2,-6,1,-2,-1.3,12,3,-9
Cc1ccccc1C(=O)NC1CCN(C(=O)N(c2ccccc2)c2ccccc2)CC1,-11,3,-2,-3,-2,-3,-2.0,3,-1,3
Cc1ccc(C(=O)Nn2c(O)c(C=C3N=c4ccccc4=N3)sc2=S)cc1,58*,2,-23,-2,55*,2,-4.3,-29,6,-13
CCN1CCN(c2ccc(NC(=O)c3cccc(F)c3)cc2Cl)CC1,-5,7,4,-5,-3,-3,0.3,-11,-2,-2
CS(=O)(=O)Nc1ccccc1C(=O)OCC(=O)NCc1cccs1,2,-1,-1,-1,5,3,2.3,-4,-4,4
COc1cccc(NC(=O)C2CCCN2C(=O)Nc2ccccc2)c1 (configuration not stated),-1,6,1,0,1,2,-0.6,2,0,1
CCOC(=O)CC(=O)CSc1ncc(C(=O)OCC)c(N)n1,-1,0,-6,3,6,0,-3.9,-6,0,11
O=C(Nc1cccc(C(F)(F)F)c1)C1=CC=CN2CCS(=O)(=O)N=C12,0,-5,-2,-2,2,7,1.3,-2,-2,-1
O=C(NCCCCCCNC(=O)c1ccc(Br)s1)c1ccc(Br)s1,12,5,-3,-9,-3,-8,-67,-2,-21,-19
C=CCc1cccc(CNc2cnc3ccccc3c2)c1O,3,-2,-12,0,-3,-3,-0.9,-3,4,-13
COc1ccccc1N1CCN(c2nc3ccccc3nc2C(C#N)C(=O)OC(C)C)CC1 (configuration not stated),5,-4,-11,-2,2,2,-0.1,-12,4,-14
Cc1cnc(C(=O)OCC(=O)N=c2sccn2Cc2ccccc2Cl)cn1,-4,2,11,0,1,3,-0.5,0,-1,2
Cc1ccc(C(=O)OCc2nc(N)nc(Nc3ccccc3C)n2)cc1,5,-4,-1,-10,0,2,-1.1,3,1,-8
CCCCn1c(N)c(N(CCC(C)C)C(=O)C2CC(=O)N(CCc3ccc(OC)c(OC)c3)C2)c(=O)[nH]c1=O (configuration not stated),-6,-3,0,4,0,4,-0.9,2,2,-1
COc1ccc(N2CCN(C(=O)CN3CCN(c4nc(-c5ccc(F)cc5)cs4)CC3)CC2)cc1,1,5,-1,28*,-1,0,-0.3,1,-2,5
CO/N=C(/CS(=O)(=O)Cc1ccccc1Cl)c1ccc(Cl)cc1Cl,-6,4,-5,5,-3,2,0.9,-15,-3,-18
O=C(C1=C(O)C(=O)N(c2ncccn2)C1c1ccc(Cl)c(Cl)c1)c1ccco1 (configuration not stated),23,-2,13,3,5,3,2.6,8,0,9
CCc1noc(C)c1C(=O)Nc1nc2ccc(OC)cc2s1,-1,-1,-2,-5,1,0,-0.5,0,0,-4
O=C(NCc1cccs1)C1CCC(=O)N(Cc2cccc(C(F)(F)F)c2)C1 (configuration not stated),-9,3,6,5,4,2,0.6,-5,-2,-7
CCN(CC)CCCNC(=O)/C(=C\c1cccn1C)NC(=O)c1cccs1,3,0,0,-2,-2,-1,0.1,7,1,2
CC(C)[C@H](N)C(=O)N[C@H]1CCC2C3CC=C4C[C@@H](O)CC[C@]4(C)C3CC[C@@]21C (some centres not stated),1,-2,1,-3,0,-5,-1.7,4,2,-10
CC1SC(C)C(=O)N(CC(=O)Nc2ccc([N+](=O)[O-])cc2)C1=O (configuration not stated),1,1,2,3,-1,5,-0.5,-5,-1,2
COc1ccccc1NC(=O)c1cc2c(CO)cnc(C)c2oc1=Nc1cc(OC)c(OC)c(OC)c1,1,-1,4,18*,-1,-19,-4.4,-14,4,0
Nc1nc2c(s1)C(=O)CC(c1ccccc1)C2 (configuration not stated),2,1,2,-5,6,1,-1.1,3,0,3
CCOc1cc(Br)c(CC(=O)NC2CCCCCC2)cc1OCC,-9,-3,0,-1,0,1,-0.5,7,1,-4
Cc1cc(NC(=O)CN2CCN(c3ccccn3)CC2)ccc1Br,-5,-2,-1,-2,2,8,0.3,-6,-7,0
CS(=O)(=O)N1CC2CCCN2c2cc(C(F)(F)F)ccc21 (configuration not stated),-3,1,-5,7,0,14,-2.0,-8,-5,4
Cn1c(=O)c2c(nc(CN3CCN(C(c4ccccc4)c4ccccc4)CC3)n2CCCO)n(C)c1=O,-5,-1,0,0,4,0,-1.2,-10,-7,-5
COc1ccccc1CNc1nc(NCCOc2ccccc2Cl)c2sccc2n1,3,0,31*,10,-1,-2,-0.6,-3,-4,·
N#Cc1c(NC(=O)CSc2nnc(-c3ccncc3)n2CC2CCCO2)sc2c1CCCC2 (configuration not stated),-3,4,3,3,-1,4,0.1,9,3,6
Cc1ccc([N+](=O)[O-])c(C(=O)N/N=C/c2cccnc2)c1,0,0,6,4,-1,-7,-1.6,9,1,6
O=C(NCCCNC(=O)c1ccccc1Cl)c1cnccn1,-2,-3,-2,-3,-2,-4,-3.1,-8,-3,-3
CN(CCOC(=O)c1ccc2c(c1)OCCO2)Cc1ccccc1,-9,5,1,1,1,2,1.8,-5,0,3
COc1cc(OC)c2c(c1)OC(c1ccc(OC)c(OC)c1)C(O)C2=O (configuration not stated),-3,-1,-8,-6,14,9,-2.1,-11,-3,5
CCN1CC(CN(C)Cc2nc(-c3ccco3)oc2C)CC1=O (configuration not stated),-1,11,1,-2,1,1,-0.3,-12,-3,6
CC1(C)OC2CC3C4CCC5=CC(=O)CCC5(C)C4(F)C(O)CC3(C)C2(C(=O)CO)O1 (configuration not stated),3,4,-5,-5,-1,4,-1.6,4,1,2
COc1cccc(NC(=O)C2C(c3ccccc3)C2(Cl)Cl)c1 (configuration not stated),5,6,-27,-21,2,-1,0.0,0,0,-68
COc1cc(Br)cc(/C=N/NC(=O)Cc2ccccc2)c1O,10,-1,6,12,1,0,-2.2,1,-6,19
O=C(Nc1ccc(F)cc1)c1ccccc1CC[N+](=O)[O-],-1,4,1,0,0,-8,0.8,0,-1,0
CCN(CC)C(=S)SSC(=S)N(CC)CC,1,4,10,4,74*,-7&-3,-1.1,6,-4,1
COC(=O)c1ccc(CN2C(=O)C(Cc3ccccc3)ON=C2c2ncccc2C)o1 (configuration not stated),-1,-2,3,-4,0,3,0.0,4,1,·
Cc1ccc(S(=O)(=O)N2[C@@H](c3ccccc3F)C(C(=O)O)=CC[C@H]2c2cccs2)cc1,45*,-1,4,0,-2,-1,-1.3,-3,4,-10
Cn1cnnc1Sc1cc(N2CCN(S(=O)(=O)c3ccc(Cl)c(Cl)c3)CC2)ccc1[N+](=O)[O-],6,0,8,-11,-1,-1,-0.3,10,-2,-15
CSc1cc(C)n(-c2ccccc2)c(=S)c1C(C)=O,-4,3,7,0,3,0,-0.8,9,3,-3
CCN(CC)C(=S)NC(=O)c1ccc(OC)c(Br)c1,0,5,-5,4,0,4,-1.1,9,6,0
O=C(O)CN1C(=O)COc2ccc(S(=O)(=O)N3CCCCCC3)cc21,-2,-3,3,0,4,-1,2.3,-5,3,6
O=C1CCCC/C1=N\Nc1ccc(OCc2ccccc2)cc1,2,0,7,11,4,1,-1.7,-14,3,15
COC(=O)[C@H]1C[C@@H]1[C@H](NS(=O)(=O)c1ccc2ccccc2c1)c1ccccc1,-5,5,2,4,-3,3,-2.8,-5,-1,-7
NC1=NC(=O)C(CC(=O)Nc2ccc3c(c2)OCO3)S1 (configuration not stated),10,-7,-4,2,-1,4,-3.1,-19,4,13
CC(C)C(OC(=O)c1ccc(Cl)nc1)C(=O)NC1CCCCC1 (configuration not stated),-1,4,-4,1,-3,5,-1.1,-19,-1,-2
COC(=O)c1cc(S(=O)(=O)NCc2cc(OC)c(OC)c(OC)c2)cn1C,-2,4,4,-5,4,-4,-2.4,-15,2,2
Cc1ccc2oc3ccccc3c(=O)c2c1,2,-2,0,3,-1,0,1.2,-10,-2,2
O=c1[nH]cc(S(=O)(=O)N2CCN(c3ccc(F)cc3)CC2)c(=O)[nH]1,1,6,0,1,-3,-1,-1.5,2,0,7
Cc1cc(C)cc(NC(=O)COC(=O)c2ccc3c(c2)OCCO3)c1,1,-2,-1,2,6,2,7.8,0,-3,0
COc1ccc(-c2onc(C)c2-c2ccc(C(=O)OC(C)C)o2)c(O)c1,0,-8,-33,-1,2,4,-3.2,-9,-3,-31
COc1ccc(C(=O)Nc2ccc([N+](=O)[O-])cn2)cc1OC,10,-1,-4,-1,3,3,0.5,3,0,-2
CCC(C(=O)NCc1ccco1)N(C(=O)CNS(=O)(=O)c1ccc(C)cc1)c1ccccc1OC (configuration not stated),-8,4,6,13,-2,1,-0.3,9,0,1

Next entries:
molecule,rCAG binder,TCR CD3 inh,ABHD4 inh,SIAE inh,PRMT1 inh,Rev-erbA mod,PG9 binder,TDP2 absorb,LEDGF integ inh,HTRA1 inhibitor
CCN(CC)CCC(O)(c1ccccc1)C1CCCCC1 (configuration not stated),2,-3,-2,8,-2,0,0.4,-2,4,5
Cc1cc(-c2ccc(S(=O)(=O)N(C)c3ccc(C)c(C)c3)s2)on1,5,-1,-22,-9,3,-3,0.1,-7,-9,-41
CCCN1CCC(NC(=O)Nc2ccccc2C(=O)OC)CC1,-2,-4,5,-3,-1,0,-0.4,1,-2,3
COc1ccc(/C=C2\N=C3CCCCCN3C2=O)cc1,-1,-15,11,-3,2,-2,-1.5,7,-2,6
COc1ccccc1CNC(=O)COC(=O)c1ccccc1-c1ccccc1,-11,-8,-4,-3,2,4,-0.5,-10,-4,-15

Retrieved by structure from the list above:
molecule,rCAG binder,TCR CD3 inh,ABHD4 inh,SIAE inh,PRMT1 inh,Rev-erbA mod,PG9 binder,TDP2 absorb,LEDGF integ inh,HTRA1 inhibitor
COc1ccc(/C=C2\N=C3CCCCCN3C2=O)cc1,-1,-15,11,-3,2,-2,-1.5,7,-2,6
CCCN1CCC(NC(=O)Nc2ccccc2C(=O)OC)CC1,-2,-4,5,-3,-1,0,-0.4,1,-2,3

Screens from PubChem BioAssay.
